GSH fluor = compound fluoresces at 488/530 nm on GSH beads; AID 1776; GSH beads flow cytometry, compound fluorescence 488/530 nm; hits give high values; actives 0.25% (n = 190,000); fluorescence (KMESF) at 10 µM; in the data active means fluorescence above about 89;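 further: glutathione beads carrying GST-tagged Bcl family fusion proteins plus one bare bead set; values are compound well signal with DMSO vehicle wells as background; inactives centre near 16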
RGS4-Gao reg = modulates binding of RGS4 to human Galphao. P09471. Multiplexed bead flow cytometry; actives lie on both sides. binding response (% of control), % at 10 µM. actives 0.33% (n = 220,000); in the data active means binding response below about 49% or above about 150%; inactive means in between;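 further: fluorescent Galphao activated with aluminum fluoride binding bead-coupled RGS4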
Target sequence (P09471 whole entry, looked up): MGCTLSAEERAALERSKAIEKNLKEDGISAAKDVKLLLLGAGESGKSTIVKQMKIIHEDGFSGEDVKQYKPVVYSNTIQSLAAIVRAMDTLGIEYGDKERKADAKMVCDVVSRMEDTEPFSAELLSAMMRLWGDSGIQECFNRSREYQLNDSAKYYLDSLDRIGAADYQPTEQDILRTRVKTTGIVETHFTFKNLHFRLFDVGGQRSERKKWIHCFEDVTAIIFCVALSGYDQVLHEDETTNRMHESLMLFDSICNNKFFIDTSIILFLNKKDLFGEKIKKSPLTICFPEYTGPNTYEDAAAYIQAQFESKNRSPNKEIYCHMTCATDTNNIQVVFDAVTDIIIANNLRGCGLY
Bim-Bfl-1 = disrupts Bim binding to human Bfl-1; Q16548; Bead-based flow cytometry, Bim-Bfl-1 binding inhibition; inhibition, % at 10 µM; actives 0.12% (n = 190,000); AID 1008;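 further: 0% = wells without compound plus tracer and 100% = blocker peptide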
RGS7-Gao reg = human RGS7-Galphao interaction regulation. P09471. Multiplexed bead flow cytometry, RGS7-Galphao binding; actives lie on both sides. binding response (% of control), % at 10 µM. actives 0.35% (n = 220,000); in the data active means binding response below about 49% or above about 150%; inconclusive means no clear call, values can overlap the other calls; inactive means in between;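 further: fluorescent Galphao held in activated GDP-AlF4 state binding bead-coupled RGS7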
Bim-Bcl-2 = disrupts Bim peptide binding to human Bcl-2. P10415. Bead-based flow cytometry, Bim peptide-Bcl-2 binding. inhibition, % at 10 µM. actives 0.06% (n = 190,000). AID 950; in the data active means inhibition above about 40%; inconclusive means no clear call, values can overlap the other calls;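 further: 0% = no compound wells with probe peptide and 100% = reference peptide inhibitor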
Target sequence (P10415 whole entry, looked up): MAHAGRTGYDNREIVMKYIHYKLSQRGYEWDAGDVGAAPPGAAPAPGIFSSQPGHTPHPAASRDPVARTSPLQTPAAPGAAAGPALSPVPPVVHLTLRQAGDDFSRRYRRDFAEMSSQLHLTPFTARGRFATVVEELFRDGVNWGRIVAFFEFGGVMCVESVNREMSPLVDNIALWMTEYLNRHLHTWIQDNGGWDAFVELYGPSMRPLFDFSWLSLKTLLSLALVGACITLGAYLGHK
Bim-Bcl-XL = disrupts Bim peptide binding to human Bcl-XL | Q07817 | bead flow cytometry, fluorescence | inhibition, % at 10 µM | actives 0.04% (n = 190,000)
Bim-Bcl-B = disrupts Bim peptide binding to human Bcl-B. actives 0.073% (n = 190,000). Q9HD36. inhibition, % at 10 µM. bead-based flow cytometry;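 further: 0% = tracer peptide without compound and 100% = reference inhibitor peptide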
Target sequence (Q9HD36 whole entry, looked up): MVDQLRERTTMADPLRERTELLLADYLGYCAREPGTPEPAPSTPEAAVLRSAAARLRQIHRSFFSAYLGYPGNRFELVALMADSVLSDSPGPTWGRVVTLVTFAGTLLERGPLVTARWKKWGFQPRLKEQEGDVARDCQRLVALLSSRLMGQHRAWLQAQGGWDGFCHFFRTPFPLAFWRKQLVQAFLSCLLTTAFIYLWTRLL
ABCB1 inh = inhibitors of human ABCB1 transporter, ABCG2 counter-screen. P08183. CCRF-Adr cells, JC-1 efflux, flow cytometry. inhibition, % at 6.6 µM. actives 0.067% (n = 190,000). AID 1326; in the data active means inhibition above about 40%;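 further: 0% = vehicle and 100% = reference inhibitor; higher value means more JC-1 retained so stronger ABCB1 efflux block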
Bim-Bcl-W = inhibitors of Bim-Bcl-W interaction, human. bead-based flow cytometry, Bim peptide-Bcl-W binding. actives 0.02% (n = 190,000). inhibition, % at 10 µM;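 further: 0% = bound tracer without compound and 100% = peptide blocker; higher means less fluorescent Bim peptide bound to Bcl-W beads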
Target sequence (Q92843 whole entry, looked up): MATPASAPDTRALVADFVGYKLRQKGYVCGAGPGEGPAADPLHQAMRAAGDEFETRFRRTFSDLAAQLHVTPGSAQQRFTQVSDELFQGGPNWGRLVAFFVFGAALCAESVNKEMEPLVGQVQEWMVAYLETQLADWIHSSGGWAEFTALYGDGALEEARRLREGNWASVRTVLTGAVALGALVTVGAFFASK
Avidin fluor = compound fluoresces at 488/530 nm on avidin beads; compound fluorescence 488/530 nm, flow cytometry; hits give high values; fluorescence (KMESF) at 10 µM; actives 0.38% (n = 220,000); AID 1775; in the data active means fluorescence above about 47; further: inactives centre near 10
ABCG2 block = human ABCG2 inhibition, ABCB1 as counter-screen. IgMXP3 cells, JC-1 efflux, flow cytometry. inhibition, % at 6.6 µM. actives 0.1% (n = 190,000);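 active means inhibition above 80%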;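 further: 0% = DMSO and 100% = nicardipine control wells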
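System: two drug-resistant human cell lines, ABCG2 and ABCB1; controls: nicardipine high and DMSO low controls; times: 10 min exposure at 25 °C with rotation, no wash; detection: flow cytometry of retained JC-1 fluorescence; read-out basis: percent efflux inhibition, scaled nicardipine 100% to DMSO 0%; doses: one concentration, 6.6 µM final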
The depositor's hits bear a star; ? = inconclusive; . = not tested or not shown. Unless noted, no stated cut-off is given here; in the data, active means inhibition above about 40%. Hits appear at their usual frequency, and some 1.3% of all compounds hit somewhere here.

SMILES	GSH fluor	RGS4-Gao reg	Bim-Bfl-1	RGS7-Gao reg	Bim-Bcl-2	Bim-Bcl-XL	Bim-Bcl-B	ABCB1 inh	Bim-Bcl-W	Avidin fluor	ABCG2 block
Cc1nn(Cc2ccccc2)c(C)c1C(=O)Nc1ccc(N2CCOCC2)cc1	7	82.9	-2.0	90.6	3.0	-3.0	-2.0	-0.1	-2.0	13	-0.1
CCCCN(C)C(=O)CCC(=O)Nc1ccc2nc(N3CCOCC3)cc(C)c2c1	17	90.9	0.0	92.1	0.0	-1.0	-3.0	0.5	-3.0	37	1.9
O=C(O)c1ccc(-n2cc(-c3cc4ccccc4oc3=O)[nH]c2=S)cc1	6	99.1	12.0	90.7	2.0	4.0	-16.0	-0.5	7.0	12	-1.1
CCN1CCN(C(=O)CN(C)S(=O)(=O)c2ccc(OC)cc2)CC1	73	103.7	-2.0	100.6	-3.0	3.0	-2.0	0.1	-1.0	3	1.6
COc1ccc(N2CCN(CCC(N)=O)CC2)cc1	13	105.4	-2.0	102.2	-4.0	-1.0	-1.0	0.2	0.0	15	0.3
O=C(NCc1ccccc1)Nc1cccn(Cc2c(F)cccc2Cl)c1=O	15	104.6	0.0	100.0	0.0	2.0	0.0	0.8	0.0	10	8.3
N#Cc1cc(-c2ccc(Cl)cc2)cnc1Sc1ccccc1	24	21.1*	0.0	14.8*	-2.0	-1.0	-2.0	0.1	0.0	-2	0.4
CC(=O)Nc1ccc(-c2csc(NC(=O)CCCc3cccs3)n2)cc1	5	97.8	0.0	101.3	1.0	-4.0	-4.0	0.5	-4.0	14	1.3
COCCCN=C(c1ccco1)n1c(=S)nc(-c2ccco2)n(CCCOC)c1=S	22	88.3	1.0	94.6	0.0	-4.0	-7.0	-2.2	-3.0	9	-0.9
CCOC(=O)/C=C/C(=O)OCC(=O)Nc1ccc(Cl)cc1Cl	26	99.5	-6.0	98.3	-1.0	0.0	-4.0	1.5	0.0	9	8.1
CCc1ccccc1NC(=O)c1onc(C)c1Cl	20	105.4	-6.0	105.5	-3.0	-2.0	-4.0	-2.4	1.0	8	-2.1
CC1=C(C(=O)Nc2ccccc2C)C(c2ccc(C)o2)C2=C(CCCC2=O)N1 (stereo not given)	37	115.9	-8.0	112.6	-6.0	0.0	-6.0	0.3	0.0	6	1.4
Nc1ccc(SCC(=O)Nc2cccc([N+](=O)[O-])c2)cc1	13	102.0	-3.0	?	-1.0	-2.0	-4.0	-0.8	0.0	12	-1.6
CCOC(=O)Cn1nnc(-c2ccc([N+](=O)[O-])cc2)n1	11	98.9	1.0	99.6	0.0	-3.0	6.0	1.6	0.0	7	7.1
CCOC(=O)c1c(C)n(CCNC(C)=O)c2ccc(OC)cc12	14	96.6	-15.0	99.5	-3.0	-4.0	-2.0	1.6	0.0	5	11.1
CC1CCCN(c2c([N+](=O)[O-])cc(C(=O)O)cc2[N+](=O)[O-])C1 (stereo not given)	10	102.8	-5.0	99.9	-3.0	-2.0	0.0	0.7	-1.0	10	1.9
O=C(Nc1nccs1)C1(c2ccc(Cl)cc2)CC1	13	101.4	-2.0	?	0.0	-1.0	-2.0	0.5	0.0	11	1.2
Cc1[nH]nc2c1C(c1cnn(C)c1)C(C#N)=C(N)O2 (stereo not given)	8	110.3	0.0	109.8	0.0	-1.0	4.0	1.4	-4.0	5	4.1
Cc1cc(C)c2cc(C)c3nnc(SCC(=O)NCc4ccc5c(c4)OCO5)n3c2c1	8	102.9	-2.0	96.5	0.0	2.0	3.0	2.0	1.0	21	8.1
CCN1CCN(c2cc(C)c3cc(NC(=S)N4CCCC(C)C4)ccc3n2)CC1 (stereo not given)	18	105.0	7.0	?	0.0	-1.0	0.0	2.6	-3.0	12	6.1
CC(OCC(O)CNCC1COc2ccccc2O1)c1ccc(Cl)cc1 (stereo not given)	23	102.6	5.0	105.2	0.0	2.0	0.0	0.8	0.0	6	1.1
COn1c(SC2CCCCC2)nc2ccccc2c1=O	31	99.8	-14.0	100.1	-8.0	-7.0	-8.0	2.1	-3.0	13	19.7
O=C(Nc1ccc(Cl)cc1)N[C@@H]1c2c(ccc3ccccc23)OC[C@@H]1CO	37	98.0	-9.0	92.3	-7.0	-7.0	-5.0	0.0	0.0	10	0.3
CCOC(=O)C(O)(NC(=O)c1cccnc1)C(F)(F)F (stereo not given)	14	86.8	0.0	94.5	-1.0	0.0	-1.0	0.3	0.0	16	1.7
COc1ccc(NC(=O)NCc2ccccc2F)cc1OC	18	101.9	-10.0	100.9	-2.0	-2.0	-8.0	0.1	-4.0	11	1.5
CCCSc1ncnc2c1oc1ccccc12	14	108.6	0.0	105.4	0.0	5.0	3.0	0.3	4.0	16	1.9
CCn1c(COc2ccc(C)cc2)nnc1SCC(=O)NNC(=O)c1ccc(OC)cc1	7	101.2	17.0	98.1	12.0	14.0	11.0	0.4	7.0	11	5.9
C=C(C)C1CC=C(C)/C(=N\NC(=O)CCc2ccccc2)C1 (stereo not given)	7	87.6	1.0	85.8	3.0	1.0	-1.0	0.5	1.0	2	2.6
COc1cccc(/C=C/C(=O)Nc2ccc(OC)nc2)c1	16	103.6	-10.0	99.1	-8.0	-9.0	-9.0	0.3	-7.0	16	3.5
O=C(NCc1ccccn1)C1CC(c2ccccc2O)=NO1 (stereo not given)	14	86.0	4.0	83.5	0.0	0.0	1.0	0.7	4.0	5	1.6
COc1ccc([N+](=O)[O-])cc1NC(=O)Cc1noc2ccccc12	11	105.0	-2.0	102.0	0.0	-1.0	0.0	0.3	-2.0	11	2.6
Cc1onc(-c2ccccc2)c1C(=O)Nc1nc(-c2cc(F)ccc2F)cs1	7	109.0	2.0	104.1	0.0	0.0	1.0	1.0	0.0	12	3.9
COC(=O)c1ccc2c(c1)nc(C)n2CCO	29	104.2	-14.0	100.3	-9.0	-2.0	-12.0	0.7	0.0	13	2.6
Cc1ccccc1NC(=O)Nc1cccs1	34	100.5	0.0	102.7	5.0	-10.0	-2.0	0.1	-2.0	10	-1.2
CC/C(=N/Nc1ccccc1)c1cnnc(-c2ccccc2)n1	17	92.5	4.0	99.2	16.0	5.0	-8.0	0.1	0.0	6	0.1
CS(=O)(=O)Nc1ccc(C(=O)NCc2cccnc2)cc1	19	101.6	-16.0	101.0	-9.0	-3.0	-5.0	1.4	0.0	23	13.9
CC(C)(C)SCCNC(=O)c1ccc(NS(C)(=O)=O)cc1	32	98.9	2.0	98.6	0.0	0.0	4.0	1.5	0.0	9	.
Cc1c(NC(=O)c2cnn3c2NC(c2ccc(Br)cc2)CC3C(F)(F)F)c(=O)n(-c2ccccc2)n1C (stereo not given)	16	107.7	0.0	108.5	-1.0	-4.0	-4.0	0.7	-4.0	5	2.3
CCOc1ccc(C(C)NC(=O)CCC(=O)O)cc1 (stereo not given)	33	100.8	-10.0	100.7	-5.0	-7.0	-4.0	0.0	3.0	12	-0.2
CSc1ccc(-c2nc(CSCC(=O)N3CCOCC3)c(C)o2)cc1	25	101.3	-13.0	103.1	-11.0	-3.0	-11.0	0.3	-1.0	30	1.6
CCCc1cc(=O)[nH]c(SCC(=O)c2c[nH]c3ccccc23)n1	13	102.8	0.0	100.5	4.0	1.0	-4.0	0.0	0.0	10	2.6
CCOc1ccc(CCNC(=O)CN(C)S(=O)(=O)c2cccc3nsnc23)cc1OCC	11	97.0	-1.0	99.4	-2.0	0.0	-2.0	1.2	-2.0	21	4.4
CCOC(=O)c1ccc(NC(=O)COc2ccc(-n3cnnn3)cc2)cc1	69	80.6	-10.0	83.6	-5.0	-4.0	-4.0	-0.1	3.0	5	1.4
Cn1cc(CNC(=O)CC2C(=O)NCCN2CC(C)(C)C)cn1 (stereo not given)	14	101.6	-4.0	105.3	-3.0	-5.0	-4.0	1.0	-1.0	1	3.0
COc1ccccc1OCc1nc(C#N)c(N2CC(C)CC(C)C2)o1 (stereo not given)	24	101.0	-10.0	100.8	-6.0	-5.0	-7.0	1.3	0.0	7	5.8

Overlap with the part before: 2 compounds, followed by the next part.
SMILES	GSH fluor	RGS4-Gao reg	Bim-Bfl-1	RGS7-Gao reg	Bim-Bcl-2	Bim-Bcl-XL	Bim-Bcl-B	ABCB1 inh	Bim-Bcl-W	Avidin fluor	ABCG2 block
Cn1cc(CNC(=O)CC2C(=O)NCCN2CC(C)(C)C)cn1 (stereo not given)	14	101.6	-4.0	105.3	-3.0	-5.0	-4.0	1.0	-1.0	1	3.0
COc1ccccc1OCc1nc(C#N)c(N2CC(C)CC(C)C2)o1 (stereo not given)	24	101.0	-10.0	100.8	-6.0	-5.0	-7.0	1.3	0.0	7	5.8
Nn1c(Nc2ccccc2)nc2ccccc21	14	100.7	-3.0	99.3	-5.0	-2.0	-6.0	0.2	-2.0	39	1.3
Cc1cccc(C(=O)N2CC3(C)CC2CC(C)(C)C3)c1 (stereo not given)	14	102.7	0.0	98.7	1.0	0.0	-2.0	0.5	-1.0	4	1.6
OCCNc1c2ccccc2nc2ccccc12	25	104.5	-5.0	100.6	1.0	0.0	-7.0	0.7	0.0	8	3.1
Cc1ccccc1Oc1cc(NC(=O)Cn2cnc([N+](=O)[O-])c2)cc([N+](=O)[O-])c1	10	101.0	-8.0	104.9	-6.0	-2.0	-7.0	-0.1	-4.0	21	1.1
O=C(Nc1cccc2c1CCCC2)c1ccc(Br)o1	28	101.8	-9.0	102.4	-10.0	-4.0	-8.0	0.9	0.0	21	7.7
c1ccc(COc2ccc(OCCCn3cncn3)cc2)cc1	23	105.1	-1.0	100.6	-2.0	-3.0	-4.0	0.4	-2.0	6	1.8
CNS(=O)(=O)c1ccc(C)c(S(=O)(=O)NC)c1	10	98.3	0.0	96.4	-1.0	-4.0	-5.0	0.3	-3.0	6	0.8
COc1ccc(C2OC(=O)CC2C(=O)NCc2ccc(F)cc2)cc1OC (stereo not given)	12	99.1	0.0	112.1	0.0	-4.0	0.0	1.1	0.0	16	6.1
CN1c2ccccc2C(=O)NC1c1ccc(Cl)cc1 (stereo not given)	15	130.1	-4.0	?	-2.0	-4.0	-3.0	1.1	-3.0	9	16.2
O=C(COc1ccc(Br)cc1)Nc1ccc(-c2nnc(-c3ccco3)o2)cc1	43	99.8	-6.0	101.9	-3.0	-1.0	-4.0	0.7	-2.0	38	0.1
CN(Cc1ccsc1)C(=O)CCc1nnc(CCCc2ccccc2)o1	19	94.2	-11.0	96.6	-7.0	-7.0	-4.0	0.9	-2.0	11	9.8
Cc1cc(NC(=O)c2ccc(-c3ccccc3F)o2)no1	10	100.3	2.0	102.0	4.0	2.0	9.0	1.3	-2.0	6	9.1
COc1ccccc1N1CCN(C(=O)C(C)N(c2ccccc2)S(C)(=O)=O)CC1 (stereo not given)	23	94.7	-7.0	94.7	-1.0	0.0	-3.0	1.0	1.0	26	3.1

Part of the list above in order of SMILES length, ascending:
SMILES	GSH fluor	RGS4-Gao reg	Bim-Bfl-1	RGS7-Gao reg	Bim-Bcl-2	Bim-Bcl-XL	Bim-Bcl-B	ABCB1 inh	Bim-Bcl-W	Avidin fluor	ABCG2 block
CN1c2ccccc2C(=O)NC1c1ccc(Cl)cc1 (stereo not given)	15	130.1	-4.0	?	-2.0	-4.0	-3.0	1.1	-3.0	9	16.2
COc1ccc(C2OC(=O)CC2C(=O)NCc2ccc(F)cc2)cc1OC (stereo not given)	12	99.1	0.0	112.1	0.0	-4.0	0.0	1.1	0.0	16	6.1
COc1ccccc1N1CCN(C(=O)C(C)N(c2ccccc2)S(C)(=O)=O)CC1 (stereo not given)	23	94.7	-7.0	94.7	-1.0	0.0	-3.0	1.0	1.0	26	3.1
